Compound activity (PubChem)
BCR signal inh = blocks chronic active B-cell receptor signaling; ABC-DLBCL IkBa-CBG/CBR reporter, luminescence ratio, 4 h; Potency, µM (titrated, usually from 46.1 µM), inactives show at the highest dose ratio change, negative = lower green/red ratio, most hits filed as inhibitors; 0.05% of 340,000 active; AID 493014; active = well fitted inhibition curve with a large enough effect in the signal ratio, with a control signal flat, not every such curve was filed as active; inconclusive = small, poorly fitted or top-dose-only effect, or effect the other way, or a change in a side signal; the % refers to the signal ratio;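 also: plate controls were basal doxycycline-induced cells for no effect and cells given 10 µM MG132 for full effect; MG132 reads +100%, hits lower the ratio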
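Compounds up to 46 uM were incubated four hours with TMD8 cells whose green CBG68 luciferase is fused to IkappaBalpha; red CBR luminescence normalised the signal, and concentration-effect curves were fitted to fusion, red and ratio data.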
* = called active by the depositor; ? = inconclusive. Potency is read from the fitted curve at half-maximal effect.

SMILES	BCR signal inh
C=CCc1c(C)nc2nc(SCC(=O)Nc3cccc(Cl)c3)nn2c1C	-4.4%
COc1ccccc1CN(Cc1c(Cl)cccc1Cl)S(=O)(=O)c1ccc(Br)cc1	-1.1%
CCN(CC)c1ccc2cc(-c3nc(-c4ccc(Cl)cc4Cl)cs3)c(=O)oc2c1	-0.8%
Oc1c(C(c2ccccc2F)N2CCN(Cc3ccccc3)CC2)sc2nc(-c3ccco3)nn12 (centres undefined)	?
CCOC(=O)c1cc(-c2ccccc2)n(CCCC(=O)Nc2cccc(C)c2C)c1C	?
Cc1ccc(Cl)cc1NC(=O)Cn1c(=O)oc2cc(S(=O)(=O)N3CCCCCC3)ccc21	1.0%
Cc1c(Cl)ccc2sc(N3CCN(C(=O)CS(=O)(=O)c4ccccc4)CC3)nc12	-0.2%
CCCc1cc(=O)[nH]c2nnc(SC(C)CC)n12 (centres undefined)	?
COc1ccc(C2c3cccn3CCN2S(=O)(=O)c2ccc([N+](=O)[O-])cc2)cc1 (centres undefined)	12.5%
CCCn1c(=N)c(C(=O)NCc2ccccc2)cc2c(=O)n3cccc(C)c3nc21	4.8%
CCCCC(=O)NC1CC(=O)N(c2ccc3c(c2)OCCO3)C1 (centres undefined)	-0.7%
CCc1ccccc1N(C)C(=O)Cc1c(C(=O)O)c(C)cn1C	?
O=C(Cc1ccc(NC(=O)N2CCCCc3ccccc32)cc1)NCc1ccccc1	-17.8%
COc1ccc(C2c3c(oc4ccc(Cl)cc4c3=O)C(=O)N2CCCN(C)C)cc1OC (centres undefined)	11.1%
O=C(Nc1c2c(nn1-c1ccc(Cl)cc1)CS(=O)(=O)C2)c1ccccc1F	?
O=C(CCSCc1cccc(Cl)c1)NCc1ccc(F)cc1Cl	0.1%
COc1cccc(NC(=O)c2oc3ccc(S(=O)(=O)N4CCCCCC4)cc3c2C)c1	?
CCS(=O)(=O)c1cccc(C(=O)N2CCN(c3nc4c(C)ccc(Cl)c4s3)CC2)c1	-13.1%
Cc1ccc(CCNC(=O)C2CC(=O)N(CCc3ccc(C)cc3)C2)cc1 (centres undefined)	-1.9%
COc1cc(C2C(=O)N(C3CCCCC3)CC(=O)N2CCC2=CCCCC2)ccc1OC(C)C (centres undefined)	-4.7%
COc1cccc(C(=O)N(Cc2cccnc2)c2nc3c(OC)ccc(C)c3s2)c1OC	-36.9%
CCN(Cc1ccccc1)S(=O)(=O)c1ccc(F)c(C(=O)Nc2ccc(C(C)C)cc2)c1	?
O=C(NCCc1ccccc1)c1ccc2c(c1)N(Cc1ccc(F)cc1)C(=O)CS2	10.5%
CCOC(=O)c1cc(-c2ccc(OC)cc2)n(CCC(=O)Nc2ccc(OC)cc2OC)c1C	?
CCN(C(=O)CSc1nc2ccccc2c2nc(CCn3c(C)nc4ccccc43)nn12)c1cccc(C)c1	-6.1%
CCOC(=O)c1cc(-c2ccccc2)n(CC(=O)Nc2ccc(CC)cc2)c1C	16.0%
O=C(CSc1nc(=O)[nH]c2c1CCCC2)NCc1ccccc1	-1.4%
Clc1ccc(-n2ncc3c(NC4CCCC4)ncnc32)cc1	?
Cc1cccc(NC(=O)c2cc(S(=O)(=O)N3CCN(c4ccccc4F)CC3)ccc2F)c1C	5.2%
COc1cccc(CSc2nc3n(n2)C(c2ccc(C(=O)O)cc2)C(C(=O)Nc2ccccc2)=C(C)N3)c1 (centres undefined)	0.9%
Cc1ccc(Cl)cc1NC(=O)CN1C=NS(=O)(=O)c2ccccc21	?
CCc1ccc(NC(=O)c2ccc(F)c(S(=O)(=O)N(C)C3CCCCC3)c2)cc1	12.0%
COc1ccc(CCNC(=O)c2ccc(Cn3c(SCC(=O)NCCC(C)C)nc4cc5c(cc4c3=O)OCO5)cc2)cc1OC	9.8%
Cc1nc2ccccc2n1CCc1nc2c3ccccc3nc(SCc3ccccc3F)n2n1	-12.5%
Cc1ccc(CNC(=O)CC(C)CC2=NS(=O)(=O)c3ccccc3N2)cc1 (centres undefined)	?
CCOC(=O)C1CCN(c2ncnc3c2c(-c2ccccc2)cn3-c2ccc(Cl)cc2)CC1	5.6%
CCOCCCn1c(SCC(=O)Nc2ccc(F)cc2)nc2c(sc3ccccc32)c1=O	2.3%
O=C(NCCc1ccccc1)C1CCC(CNS(=O)(=O)c2ccc(Cl)cc2)CC1 (centres undefined)	?
CCc1ccc(NC(=O)Nc2cn(C)c(=O)c3ccccc23)cc1	5.4%
CCOc1ccccc1C(=O)NCc1ccc2c(c1)CCN2C(C)=O	?
COc1ccc(-c2nc3scc(CCNS(=O)(=O)c4c(C)noc4C)n3n2)cc1OC	?
Cc1cc(C)n(-c2nc(C)c(C)c(=O)n2CC(=O)Nc2cccc([N+](=O)[O-])c2)n1	6.9%
COc1ccc(CNS(=O)(=O)c2cc(C(=O)Nc3cc(Cl)cc(Cl)c3)ccc2F)cc1	5.0%
COc1ccc(Cl)cc1NC(=O)c1c(NCc2cccnc2)sc2c1CCCC2	?
CCS(=O)(=O)c1ccccc1C(=O)N(Cc1cccnc1)c1nc2cc(C)c(C)cc2s1	8.5%
Cn1cc(C(=O)O)c(=O)c2cc(S(=O)(=O)N3CCCCC3)ccc21	-0.5%
Cc1ccc(NC(=O)c2cc(S(=O)(=O)N3CCCc4ccccc43)ccc2F)cc1F	?
COc1cccc(NC(=O)CSC2=Nc3ccccc3C3=NC(CC(=O)NC4CCCCC4)C(=O)N23)c1 (centres undefined)	-3.9%
CCOc1ccc(NC(=O)CSc2nc3ccccc3c(=O)n2CCC(=O)NC2CCCCC2)cc1	-22.8%
Cc1ccc2sc(N3CCN(C(=O)CCS(=O)(=O)c4ccc(F)cc4)CC3)nc2c1C	17.3%
Cc1ccc(CSC2=Nc3ccccc3C3=NC(CC(=O)NCc4cccs4)C(=O)N23)cc1 (centres undefined)	0.4%
O=C(COc1ccccc1)N(Cc1cccnc1)c1nc2c(F)cc(F)cc2s1	0.2%
CCOc1ccccc1N(C)C(=O)c1cc(S(=O)(=O)NCc2ccc(C)cc2)ccc1F	14.4%
COC(=O)c1cnn2c(C)c(Cc3c(C)cc(C)cc3C)c(C)nc12	?
CCCCN(C)CCNC(=O)c1cc(=O)[nH]c2ccc(S(=O)(=O)N3CCCCCC3)cc12	-7.7%
Cc1ccc(S(=O)(=O)NCc2ccc(C(=O)NCCc3cccc(C)c3)cc2)cc1	5.3%
CCc1ccccc1-n1cnc2cc(C(=O)NC3CCCCCC3)ccc21	-0.3%
CCOC(=O)c1ccc(CN(Cc2ccc(F)cc2)S(=O)(=O)c2ccc(F)c(C(=O)Nc3cc(Cl)ccc3OC)c2)cc1	-1.6%
Cc1cc(C)c(NC(=O)c2cc(S(=O)(=O)NCCC3=CCCCC3)ccc2F)c(C)c1	6.0%
CCOc1ccc2nc(N(Cc3cccnc3)C(=O)c3ccco3)sc2c1	?
Going on with the list:
SMILES	BCR signal inh
Cc1ccccc1C1C=C(c2ccc(Cl)cc2)Nc2nnnn21 (centres undefined)	0.9%
CCOc1ccc2nc(N3CCN(C(=O)c4ccco4)CC3)sc2c1	-12.6%
CCN(CC)CCNC(=O)C(=O)Nc1c2c(nn1-c1ccc(F)cc1)CSC2	1.2%
COCCNc1ncnc2c1cnn2-c1cc(Cl)ccc1C	-1.4%
COc1ccc(N2CC(NC(=O)COc3ccc4ccccc4c3)CC2=O)cc1 (centres undefined)	-25.9%
Cc1ccc(N(CC(=O)NCC(C)c2ccccc2)S(=O)(=O)N(C)C)cc1 (centres undefined)	0.5%
CCc1nnc2n1N(C(C)=O)C(c1ccc(C(C)(C)C)cc1)=C(C(C)=O)S2	-1.4%
CCOC(=O)c1cc(-c2ccccc2)n(CCCC(=O)Nc2ccc(C)c(Cl)c2)c1C	14.8%
Cc1cccc(-n2ncc3c(N4CCCC(C)C4)ncnc32)c1 (centres undefined)	?
Cc1ccc(S(=O)(=O)C(CNC(=O)c2ccc(F)c(F)c2)c2ccco2)cc1 (centres undefined)	0.6%
CCOc1ccccc1NC(=O)C(NS(=O)(=O)c1cccc2nsnc12)c1ccccc1 (centres undefined)	11.4%
Cc1cccn2c(=O)c(C(=O)NC(C)c3ccccc3)cnc12 (centres undefined)	1.2%
Cc1ccc(-n2ncc3c(N4CCCCCC4)ncnc32)cc1	?
COc1ccc(NC(=O)CCS(=O)(=O)c2cc(Br)cc3c2N(C(C)=O)CC3)c(OC)c1	?
COc1ccc(S(=O)(=O)NCC(c2cccs2)S(=O)(=O)c2ccccc2)cc1OC (centres undefined)	-17.9%
COc1ccc(OC)c(CNC(=O)c2cnc3c(C)cccn3c2=O)c1	-11.0%
Cc1ccc(NC(=O)c2c(C)oc3ncn(C)c(=O)c23)cc1F	?
COCCCn1c(SCC(=O)Nc2ccc(F)cc2)nc2c(sc3ccccc32)c1=O	2.1%
CCOC(=O)c1ccc(NC(=O)CSc2nnc(-c3ccncc3)n2-c2ccccc2)cc1	?
COc1ccc(-c2nc3ccc(C(=O)NCc4ccccc4)cc3nc2-c2ccc(OC)cc2)cc1	7.3%
COc1ccccc1-c1c(C)nn2c(N3CCN(c4ccc(Cl)cc4)CC3)cc(C)nc12	-5.0%
Cc1cc(C)c(NC(=O)CSc2nc(=O)n(Cc3cccnc3)c3c2CCC3)c(C)c1	2.0%
CCCc1cnc2c(c1SCC(=O)Nc1ccccc1F)c(=O)n(C)c(=O)n2C	17.2%
COc1cc(OC)c(OC)cc1CNc1sc2c(c1C(=O)Nc1ccccc1OC)CCC2	18.8%

Some of these compounds in order of length of the SMILES, ascending.
SMILES	BCR signal inh
COc1ccc(OC)c(CNC(=O)c2cnc3c(C)cccn3c2=O)c1	-11.0%
CCCc1cnc2c(c1SCC(=O)Nc1ccccc1F)c(=O)n(C)c(=O)n2C	17.2%
COc1ccccc1-c1c(C)nn2c(N3CCN(c4ccc(Cl)cc4)CC3)cc(C)nc12	-5.0%

Next results.
SMILES	BCR signal inh
CC1CCN(S(=O)(=O)c2ccc3c(c2)N(CC(=O)NCc2ccccc2Cl)C(=O)CS3)CC1	2.9%
COc1ccc(N2CC(NC(=O)C(=O)c3c[nH]c4ccccc34)CC2=O)cc1 (centres undefined)	?
CCOC(=O)c1c(NC(=O)c2ccc(S(=O)(=O)N3CCCC(C)C3)cc2)sc2c1CCN(C(C)C)C2 (centres undefined)	-2.8%
Cn1c(=O)c2sccc2n2c(CCCC(=O)NCc3ccccc3)nnc12	-12.6%
O=C(C1COc2ccccc2O1)N1CCN(c2nc3ccc(F)cc3s2)CC1 (centres undefined)	16.7%
O=C(CCSCc1ccc(Cl)cc1)NCc1ccc(F)cc1Cl	?
O=C(Nc1ccc(F)c(Cl)c1)c1cc(S(=O)(=O)N2CCc3ccccc3C2)ccc1F	-4.8%
CS(=O)(=O)c1ccc2nc(NC(=O)CS(=O)(=O)c3ccc(Cl)cc3)sc2c1	1.8%
CCN1CCN(C(c2ccc(F)cc2)c2sc3nc(-c4ccco4)nn3c2O)CC1 (centres undefined)	?
CCCCN1C(=O)CN(C2CCCCCC2)C(=O)C1c1ccc(OCC)c(OC)c1 (centres undefined)	-15.6%
CSc1cccc(NC(=O)Cn2nnc(C(=O)NCCc3ccccc3)c2N)c1	-11.7%
CCC(C)NC(=O)CSc1nc2cc3c(cc2c(=O)n1Cc1ccc(C(=O)NCCc2ccc(OC)c(OC)c2)cc1)OCO3 (centres undefined)	?
CCc1ccc(Sc2cc(C(=O)NCc3ccccc3OC)c3ccccc3n2)cc1	?
COc1cc(-c2ccno2)ccc1S(=O)(=O)N1CCN(c2ccccc2F)CC1	3.0%
COC(=O)CN1C(=O)C(O)(c2c(C)[nH]c3ccccc23)c2ccccc21 (centres undefined)	5.7%
Cc1ccc(N2CC(NC(=O)c3ccc(S(=O)(=O)N4CCCCC4)cc3)CC2=O)cc1 (centres undefined)	-16.6%
Cc1ccc(S(=O)(=O)CC(=O)Nc2sc3c(c2C#N)CCCC3)cc1	-16.1%
Cc1ccc(N2CCN(c3cc(C)nc4c(-c5ccc(Cl)cc5)c(C)nn34)CC2C)cc1 (centres undefined)	6.5%
CCOC(=O)c1cc(-c2ccc(F)cc2)n(CC(=O)NC2CCCCC2)c1C	-5.1%
Cc1cccc(NC(=O)Cc2ccc(-n3c(C)nc4cccnc43)cc2)c1C	-5.3%
Cc1ccc(CNC(=O)c2c(Nc3c(C)cccc3C)sc(C(=O)c3ccccc3)c2N)cc1	?
O=C(NC1CC(=O)N(c2ccccc2)C1)C1CCCCC1 (centres undefined)	0.1%
Cc1ccc(-n2ncc3c(NCCc4ccc(S(N)(=O)=O)cc4)ncnc32)cc1	18.1%
CCOc1ccc2nc(N(Cc3cccnc3)C(C)=O)sc2c1	0.5%
COc1ccc(CCNC(=O)C(=O)Nc2ccc(C)cc2)cc1OC	3.7%
O=C(NCc1ccccc1F)C(=O)NCC(c1ccco1)S(=O)(=O)c1cccs1 (centres undefined)	-0.4%
COc1ccc(C(=O)NNc2ncnc3c2cnn3-c2cccc(Cl)c2)cc1OC	10.1%
CCCn1c2ccccc2c2cnn(CC(=O)N3CCN(c4ccccc4)CC3)c(=O)c21	?
O=C(CSc1nc(=O)[nH]c2c1CCC2)Nc1cc(C(F)(F)F)ccc1Cl	27.1%
Cc1cc(-n2c(SCC(=O)NCc3ccccc3)nc3ccsc3c2=O)ccc1Cl	0.5%

Random excerpt: five records from the list.
SMILES	BCR signal inh
COc1ccc(C(=O)NNc2ncnc3c2cnn3-c2cccc(Cl)c2)cc1OC	10.1%
O=C(NCc1ccccc1F)C(=O)NCC(c1ccco1)S(=O)(=O)c1cccs1 (centres undefined)	-0.4%
COc1ccc(CCNC(=O)C(=O)Nc2ccc(C)cc2)cc1OC	3.7%
O=C(CSc1nc(=O)[nH]c2c1CCC2)Nc1cc(C(F)(F)F)ccc1Cl	27.1%
CCCn1c2ccccc2c2cnn(CC(=O)N3CCN(c4ccccc4)CC3)c(=O)c21	?

Only part of the results is shown; rates above refer to the full screens.
